Compound activity (PubChem)
GLD-1 RNA inh: GLD-1-TGE RNA interaction inhibition (C. elegans). Q17339. purified GLD-1 + fluorescein TGE RNA, fluorescence polarization. inhibition, % at 5.96 µM. 320,000 compounds, 0.44% hits;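 active means percent inhibition above a per-plate cutoff, the plate mean of test compounds plus 3 SD, cut at about 30% in these data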;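 further: 0% = DMSO wells with GLD-1 and probe and 100% = wells lacking GLD-1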
MEX-5 binding: C. elegans MEX-5 TCR-2 RNA binding activity | Q9XUB2 | MEX-5/FITC-TCR2 RNA binding, fluorescence polarization; stronger effect = lower value | activity score (negative = inhibition of binding), % at 10 µM | 300,000 compounds, 0.38% hits;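 active means inhibition past about -25% in most replicates, and total fluorescence under double the plate's negative control median, limit read from the data; inconclusive means replicates evenly split on the limit, or fluorescence at least double controls; inactive means too little inhibition in most replicates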;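 further: 0% = DMSO and -100% = 5 µM competing unlabeled TCR2 RNA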
GRK2 aptamer HTS: human GRK2 inhibition via aptamer displacement. P25098. bead flow cytometry, FAM-aptamer displacement from GRK2. inhibition of aptamer binding, % at 10 µM. 330,000 compounds, 0.59% hits. AID 488847;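 active means inhibition of aptamer binding above 40%, roughly 3 SD of noise, on plates passing a quality check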;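 further: median bead fluorescence of bound FAM aptamer so fluorescent compounds give negative values; no value below 0 was filed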
Target sequence (P25098 whole entry, looked up): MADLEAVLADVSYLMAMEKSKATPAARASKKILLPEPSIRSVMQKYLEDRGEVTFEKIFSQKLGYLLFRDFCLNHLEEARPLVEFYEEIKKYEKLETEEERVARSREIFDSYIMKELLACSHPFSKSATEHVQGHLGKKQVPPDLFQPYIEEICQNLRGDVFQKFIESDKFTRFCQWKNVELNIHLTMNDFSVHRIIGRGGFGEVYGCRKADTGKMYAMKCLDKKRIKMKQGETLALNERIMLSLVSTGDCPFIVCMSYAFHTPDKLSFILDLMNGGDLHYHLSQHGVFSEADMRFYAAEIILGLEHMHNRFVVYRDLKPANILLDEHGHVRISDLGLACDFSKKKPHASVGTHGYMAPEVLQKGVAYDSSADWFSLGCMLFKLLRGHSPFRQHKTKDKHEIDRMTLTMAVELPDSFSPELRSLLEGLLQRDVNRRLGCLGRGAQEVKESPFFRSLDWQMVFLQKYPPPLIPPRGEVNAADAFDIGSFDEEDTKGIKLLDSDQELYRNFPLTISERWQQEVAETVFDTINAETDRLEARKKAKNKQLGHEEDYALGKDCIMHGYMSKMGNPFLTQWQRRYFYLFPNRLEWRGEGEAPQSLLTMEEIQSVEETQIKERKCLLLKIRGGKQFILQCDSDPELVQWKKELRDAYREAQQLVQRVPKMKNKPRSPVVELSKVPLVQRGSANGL
AGP1 TOR yeast: yeast TOR pathway AGP1-GFP modulation; S. cerevisiae AGP1-GFP multiplex flow cytometry, 3 h; GFP as percent of DMSO wells; 320,000 compounds, 0.02% hits; GFP response vs DMSO, % at 10 µM;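 active means GFP response relative to DMSO above a set limit, near screen average plus 3 SD, cut at about 150% in these data; inconclusive means fewer than 70 cells counted for the yeast strain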;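 further: median GFP channel fluorescence of the gated AGP1 strain per well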
Bcl-xL primary: inhibitors of human Bcl-xL; Q07817; GST-Bcl-xL / FITC-Bim BH3 peptide fluorescence polarization; inhibition, % at 10.9 µM; 320,000 compounds, 0.7% hits; AID 2129;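 active means inhibition above the mean of all tested compounds plus 3 SD, cutoff set per campaign, cut at about 30% in these data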;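 further: 0% = DMSO wells and 100% = unlabeled Bim-BH3 peptide competitor; inhibitors lower millipolarization by displacing the labeled peptide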
Fam108B counter: Fam108B inhibition, counter-screen for RBBP9 inhibitors; recombinant Fam108B, FP-Rh probe fluorescence polarization; inhibition, % at 9.51 µM; 300,000 compounds, 0.33% hits;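 active means inhibition above the screen mean inhibition plus 3 SD, computed separately per campaign, cut at about 18% in these data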;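 further: inhibitors lower polarization as less probe binds the enzyme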
VLA-4 inh: inhibition in a human VLA-4 binding assay; 330,000 compounds, 0.2% hits; inhibition, % (about 7 µM as worked out from the volumes in the protocol); P13612; VLA-4 expressing cells, ligand binding flow cytometry; in the data active means inhibition above about 50%
CIT2 TOR yeast: yeast TOR pathway CIT2-GFP modulation | S. cerevisiae CIT2-GFP strain, flow cytometry, 3 h; 100 means same as DMSO wells | GFP response vs DMSO, % at 10 µM | 320,000 compounds, 0.065% hits;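 active means GFP response relative to DMSO above a set limit, near the screen mean plus 3 SD, cut at about 150% in these data; inconclusive means Fewer than 70 cells measured for a yeast strain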;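 further: ratio of well median GFP fluorescence to mean of DMSO wells on the plate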
MCL1-BIM inh: inhibitors of human MCL1 binding to BIM-BH3 peptide; GST-MCL1 / FITC-Bim-BH3 fluorescence polarization; inhibition, % at 10.9 µM; 320,000 compounds, 0.68% hits;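 active means inhibition above the mean inhibition of all tested compounds plus 3 SD, set per campaign, cut at about 40% in these data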;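 further: 0% = DMSO wells and 100% = unlabeled Bim-BH3 peptide control; higher means more loss of mP so more displacement of Bim peptide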
Target sequence (Q07820 whole entry, looked up): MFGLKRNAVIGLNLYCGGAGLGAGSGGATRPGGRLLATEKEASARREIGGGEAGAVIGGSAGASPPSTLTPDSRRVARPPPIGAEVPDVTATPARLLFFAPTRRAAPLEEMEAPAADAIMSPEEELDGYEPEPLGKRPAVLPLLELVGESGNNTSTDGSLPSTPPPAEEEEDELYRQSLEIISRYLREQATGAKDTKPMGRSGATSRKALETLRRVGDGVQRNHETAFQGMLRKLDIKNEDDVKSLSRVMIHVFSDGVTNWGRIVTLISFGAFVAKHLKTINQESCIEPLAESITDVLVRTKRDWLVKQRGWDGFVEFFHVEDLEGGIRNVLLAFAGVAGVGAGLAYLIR
An asterisk follows results filed as active; ? = inconclusive; / = no result given.

SMILES	GLD-1 RNA inh	MEX-5 binding	GRK2 aptamer HTS	AGP1 TOR yeast	Bcl-xL primary	Fam108B counter	VLA-4 inh	CIT2 TOR yeast	MCL1-BIM inh
O=[N+]([O-])c1cc2c(cc1C=Nc1ccccc1)OCO2	5	0.3	1	99	8	5	50*	91	6
O=C(N1CCCCC1)C1(c2ccccc2)CCCCC1	6	2.5	0	96	4	-1	-20	100	8
CC1(c2ccccc2Br)NC(=O)N(CC(=O)Nc2ccc(S(N)(=O)=O)cc2)C1=O (centres undefined)	4	1.0	0	103	4	-1	6	104	5
COc1ccc(CC(=O)Nc2ccc(S(=O)(=O)N3CCCC3)cc2)c(OC)c1	6	/	1	102	-7	/	2	96	-9
CCCCn1c(CCNC(=O)c2ccco2)nc2ccccc21	0	-3.6	6	96	3	1	-2	/	7
CCOC(=O)N1CCN(C(=O)c2ccc3c(=O)n(-c4ccc(OC)cc4)c(=S)[nH]c3c2)CC1	5	1.2	2	103	7	0	6	109	0
O=[N+]([O-])c1ccc(-c2nc(NCc3cccnc3)c3ccccc3n2)cc1	/	-0.9	0	95	/	/	-1	99	/
Cc1cc(C(=O)N2CCN(CCc3ccccc3)CC2)no1	-1	0.8	3	108	1	-2	0	105	-1
CCCCn1c(CCn2nc(C)c(Br)c2C)n[nH]c1=S	5	-1.4	0	106	-24	0	0	102	-26
Cc1ccc(N(CC(=O)NCc2ccc(F)cc2)C(=O)CCC(=O)Nc2ccccn2)cc1C	0	-0.2	0	?	0	-2	3	?	0
O=C(COC(=O)c1ccc2ncsc2c1)NC(=O)c1ccccc1	6	-0.8	0	100	-6	-2	13	96	4
COc1ccc(S(=O)(=O)N(C)C)cc1NC(=O)CSc1nnc(-c2cccnc2)o1	3	2.2	2	106	6	-1	0	107	5
CC1Cc2nc(SCC(=O)OCc3ccccc3)n(C)c(=O)c2S1 (centres undefined)	-2	3.8	0	100	0	0	-7	108	3
COC(=O)c1nn(-c2ccc3c(c2)OCO3)cc1O	5	-0.6	0	/	-3	2	18	109	-4
CCCOc1ccc(C(=O)NCc2cccnc2)cc1	-2	2.6	3	108	4	1	14	98	2
CN(Cc1ncc[nH]1)Cc1cn(-c2ccccc2)nc1-c1ccc2c(c1)OCO2	-5	-0.3	0	108	6	2	16	100	0
O=C(NCCc1ccccc1)C(c1ccncc1)N(C(=O)c1csnn1)C1CC1 (centres undefined)	1	/	0	98	3	3	20	94	6
COc1ccc(CN(C)C(=O)c2cccc(NS(=O)(=O)c3ccccc3)c2)cc1F	11	0.7	2	92	8	5	0	98	2
COc1ccccc1CNC(=O)CCCn1nc(C)n2ccnc2c1=O	-6	-0.3	0	107	-1	4	-35	126	1
COc1ccccc1C(=O)COC(=O)c1ccccc1OCC(=O)Nc1ccc(SC(F)F)cc1	10	0.8	0	100	5	-9	-7	106	1
Cc1ccc(O)c(C(=O)c2cc(C#N)c(=O)n(-c3nccs3)c2)c1	17	?	0	96	18	8	-24	99	18
Cc1ccc(C(=O)COC(=O)CCC(=O)Nc2cccc(Cl)c2)cc1[N+](=O)[O-]	-2	3.0	3	100	6	0	21	94	-2
O=C(O)c1ccc2[nH]c3c(c2c1)CCCC3	/	0.3	0	103	/	/	3	96	/
O=C(c1cccs1)N1N=C(c2ccc(O)cc2)CC1c1ccccc1 (centres undefined)	-1	-0.1	1	112	5	8	6	104	8
c1ccc(-c2n[nH]c(-c3ccccc3)c2-c2nc3ccccc3[nH]2)cc1	8	3.9	2	83	3	-4	-13	96	-3

Among those listed so far, 2 contain bromine:
SMILES	GLD-1 RNA inh	MEX-5 binding	GRK2 aptamer HTS	AGP1 TOR yeast	Bcl-xL primary	Fam108B counter	VLA-4 inh	CIT2 TOR yeast	MCL1-BIM inh
CC1(c2ccccc2Br)NC(=O)N(CC(=O)Nc2ccc(S(N)(=O)=O)cc2)C1=O (centres undefined)	4	1.0	0	103	4	-1	6	104	5
CCCCn1c(CCn2nc(C)c(Br)c2C)n[nH]c1=S	5	-1.4	0	106	-24	0	0	102	-26

(cont.)
SMILES	GLD-1 RNA inh	MEX-5 binding	GRK2 aptamer HTS	AGP1 TOR yeast	Bcl-xL primary	Fam108B counter	VLA-4 inh	CIT2 TOR yeast	MCL1-BIM inh
Cc1ccc2cccc(Oc3ncnc4scc(-c5ccccc5)c34)c2n1	4	1.7	3	94	1	-4	-3	80	-1
CSCCC(NC(=O)/C(=C/c1ccco1)NC(=O)c1ccc(Br)o1)C(=O)O (centres undefined)	1	-2.5	5	104	-3	-3	5	104	-2
C/C(Cl)=C/Cn1c(SCCN2CCOCC2)nc2c1c(=O)[nH]c(=O)n2C	-1	-1.4	0	97	-1	1	1	102	-11
Cn1c2ccc(F)cc2c2ncn(Cc3ccco3)c(=O)c21	3	-3.6	1	106	2	-2	/	94	3
O=C(O)CCC(=O)N1CC=C(c2ccccc2)CC1	2	2.0	0	105	4	-2	9	104	10
CC(=O)N1N=C(c2cccs2)CC1c1cc2cc(C)ccc2nc1Cl (centres undefined)	-3	-0.3	0	111	-1	0	0	102	9
Cc1nc(Nc2nc(CSc3nc4ccccc4[nH]3)cc(=O)[nH]2)nc2ccccc12	1	3.9	6	102	4	-20	18	105	-1
Cc1cc(Cl)c(OCCCCN2CCOCC2)c(Br)c1	2	1.2	1	110	3	-1	5	114	-1
Cc1nc(Nc2ccc(C(=O)O)cc2)nc(Nc2ccc(C(=O)O)cc2)c1[N+](=O)[O-]	-5	-5.9	3	95	10	3	2	83	-6
COc1ccccc1OCCNC(=O)CSC(=S)N1CCCC1	0	-0.6	3	104	-4	-3	3	91	2
COc1cccc(/C=C/C(=O)OCC(=O)NCc2ccc3c(c2)OCO3)c1	5	/	0	92	/	/	13	87	/
CCOc1ccc(CCNC(=O)COC(=O)c2cccc(OC)c2O)cc1OCC	5	-0.5	3	89	10	-4	-13	103	8
CCOc1ccccc1N1CCN(C(=O)Nc2ccc(F)c(Cl)c2)CC1	5	-0.4	0	102	5	0	15	97	2
COc1ccc(NS(=O)(=O)c2cccc(C(=O)NNC(=O)COc3ccccc3)c2)cc1	-5	0.9	1	102	5	-4	1	101	2
O=C1OCCN1CCN(CN1C(=O)CCC1=O)CN1C(=O)CCC1=O	3	-4.9	0	98	8	-2	7	101	7
Cc1cccc(C)c1CC(=O)N1CCOCC1	6	0.0	1	92	4	3	20	99	7
Cc1oc(-c2ccccc2F)nc1CN1CCC(C(=O)NC2CCCc3ccccc32)CC1 (centres undefined)	0	-2.7	0	95	13	3	-14	92	10
Cc1ccnc(NC(=O)c2ccc(COc3ccc(Cl)cc3)o2)c1	2	-1.0	2	90	-1	4	13	75	8
CCOc1ccccc1N(CC(=O)Nc1cccnc1)S(=O)(=O)c1ccc(C)cc1	6	-1.7	0	110	6	0	4	107	0
O=C(Nc1cc([N+](=O)[O-])ccc1N1CCCC1)c1ccco1	-2	/	0	93	-5	0	32	101	6
CC(C)(C)C(=O)OCCNc1nc(-c2ccccc2)nc2ccccc12	5	0.2	2	100	4	-3	15	101	-2
CC(C)NS(=O)(=O)c1ccc(OCC(=O)N2CCCC2)c(Cl)c1	10	/	0	93	1	0	-3	98	-2
O=C(Nc1ccc(F)cc1)C(c1ccccc1)N1CCN(CC(=O)N2CCOCC2)CC1 (centres undefined)	-6	/	6	102	-2	/	-5	100	-1
CC(Sc1nnc(CNC(=O)c2ccco2)n1C)C(=O)Nc1nccs1 (centres undefined)	5	3.4	0	94	4	-3	6	93	5
Cc1cc(C(F)F)nn1CC(=O)N1CCSCC1	1	1.6	1	102	4	4	12	97	7

Carrying on.
SMILES	GLD-1 RNA inh	MEX-5 binding	GRK2 aptamer HTS	AGP1 TOR yeast	Bcl-xL primary	Fam108B counter	VLA-4 inh	CIT2 TOR yeast	MCL1-BIM inh
CN(Cc1ccccc1)C(=O)CCS(=O)(=O)c1ccc2c(c1)NC(=O)CS2	4	-0.2	5	102	4	3	1	109	-2
COc1cccc(CNS(=O)(=O)c2ccc(S(=O)(=O)N3CCCC3)cc2)c1	-5	-1.0	2	93	-3	-1	11	/	-3
COc1cc(NS(=O)(=O)c2ccc(NC(=S)NC(=O)c3ccc(F)cc3)cc2)nc(OC)n1	5	-0.8	2	95	4	-6	4	91	4
CC(Oc1ccc(Br)cc1)C(=O)Nc1cc(S(=O)(=O)N2CCOCC2)ccc1N1CCCC1 (centres undefined)	4	3.0	0	105	-1	-1	-13	91	-1
COc1ccc(OC)c(NC(=O)C2CCN(C(=O)c3cccs3)CC2)c1	4	1.4	2	98	1	-3	12	93	4
COc1ccc(CNC(=S)NCc2ccc(F)cc2)cc1	2	-1.3	20	101	3	-3	-47	92	8
CCC1=C(OC(=O)N(CC)CC)N2C(=O)OC(=NCCOC)[C@]2(Cc2ccccc2)[C@H]2C1=CC[C@H]1C(=O)N(C)C(=O)[C@H]12	2	-0.3	0	72	5	1	10	64	4
CC(C)c1cccc(C(C)C)c1NC(=S)Nc1cccc(Cl)c1	3	1.5	2	112	-1	0	3	107	3
CCOC(=O)c1ccc(N2C(=O)CC(C(=O)OC)=C2C)cc1	-5	2.5	2	90	3	0	-1	86	5
O=C(Nc1cccc2ccccc12)C1CCN(C(=O)Cc2ccccc2)CC1	12	0.0	0	93	4	0	5	97	-1
O=C(NCCc1nnc2ccc(NCC3CCCO3)nn12)c1ccccc1 (centres undefined)	2	1.0	2	83	3	8	-4	100	12
CCC(=O)NC(C)c1cc(Cl)c2cccnc2c1O (centres undefined)	4	/	0	95	6	/	-6	96	10
CCn1c(CCNC(=O)c2cccs2)nnc1SCC(=O)Nc1ccc(Cl)cc1	8	3.1	1	102	1	-4	-3	92	3
O=C(/C=C/C(=O)N1CCc2ccccc2C1)N1CCc2ccccc2C1	-3	5.3	0	101	11	4	-16	105	6
COc1ccccc1CNCC(=O)Nc1ccc(C#N)cc1	1	-3.2	0	102	0	0	-12	98	-3
CCOc1ccc(NC(=O)CN(C)C(=O)C2COc3ccccc3O2)cc1OCC (centres undefined)	5	/	0	108	/	/	11	101	/
O=C1CC(C(=O)Nc2cccc(Cl)c2)n2ncnc2N1 (centres undefined)	7	2.4	3	104	-5	3	-5	110	-12
Cc1ccc(OCCC(=O)OCC(=O)N2c3ccccc3CC2C)cc1 (centres undefined)	1	-1.4	1	97	1	-2	12	96	1
CCN(CC)C(=O)CSc1nc2c(sc(=S)n2-c2ccccc2OC)c(=O)n1-c1ccccc1	-4	0.3	0	98	7	7	-8	107	5
CC(=O)c1cccc(CN2CCC(n3nccc3NC(=O)CCc3ccccc3)CC2)c1	3	2.4	0	102	5	2	8	99	7
COc1cc(N)c(Cl)cc1C(=O)OCC(=O)NC(=O)NCc1ccco1	-6	/	0	93	/	/	8	105	/
Cc1ccc(NC(=O)CSc2nnc3ccccn23)cc1	-1	-0.1	3	95	3	3	6	99	4
COCC(C)N=Cc1c(O)[nH]c2ccccc12 (centres undefined)	-8	1.4	0	93	4	-6	-2	92	5
O=C(c1ccc(Cl)c(S(=O)(=O)N2CCOCC2)c1)N1CCCCC1	-8	1.2	0	100	1	-4	7	98	-7
CCOc1ccc(C(=O)NC(=S)Nc2ccccn2)cc1[N+](=O)[O-]	-6	-1.2	0	94	4	3	26	92	13
COc1cc(CN2CCN(C(C)C)C(CCO)C2)ccc1OCc1ccccc1 (centres undefined)	3	2.9	0	101	8	-1	27	104	14
Cc1cccc(N=C2NC(=O)/C(=C/c3cccnc3)S2)c1	3	-8.4	0	100	2	4	-4	103	6
Cc1cccc(C(=O)OCC(=O)NCc2ccco2)c1	-5	/	5	99	-3	/	9	93	-4

Not a hit list, and some 2.2% of all compounds hit somewhere here.
